ABHD4 inh: ABHD4 (mouse) inhibition, primary FP screen; Q8VD66; purified mABHD4, FP-Rh probe fluorescence polarization; inhibition, % at 8.92 µM; 370,000 compounds, 0.54% hits; AID 720543;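 active = inhibition exceeding the mean over every tested compound plus 3 SD, cut at about 30% in these data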;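 note: 0% = plate median of compound wells and 100% = S159A mutant with DMSO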
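system = mouse ABHD4 enzyme, wild type | medium = HEPES pH 7.0, NaCl, Pluronic buffer | also added = FP-Rh probe | incubation = Enzyme–compound pre-incubation 45 min, then probe 60 min, both 25 °C | technique = fluorescence polarization, excitation 525 nm, emission 598 nm, BODIPY TMR filters | controls = S159A mutant high control, sample median low control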
LEDGF integ inh: blocks HIV-1 LEDGF/p75-dependent DNA integration | TR-FRET IN-LEDGF/p75 DNA integration, Eu/Cy5 | inhibition, % at 3.7 µM | 370,000 compounds, 0.64% hits;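 active = inhibition above the screen-wide mean plus 3 SD, cut at about 13% in these data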;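 note: signal is the Cy5 over europium emission ratio at 671 and 618 nm; 0% = plate median of compound wells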
HTRA1 inh: HTRA1 (human) protease inhibition; inhibition, % at 5.96 µM; Q92743; recombinant HTRA1, FP-rhodamine activity-based probe, fluorescence polarization; 340,000 compounds, 0.5% hits; AID 504803; in the data active = inhibition above about 36%;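 note: 0% = enzyme with DMSO and 100% = wells lacking enzyme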
Target sequence (Q92743 whole entry, looked up): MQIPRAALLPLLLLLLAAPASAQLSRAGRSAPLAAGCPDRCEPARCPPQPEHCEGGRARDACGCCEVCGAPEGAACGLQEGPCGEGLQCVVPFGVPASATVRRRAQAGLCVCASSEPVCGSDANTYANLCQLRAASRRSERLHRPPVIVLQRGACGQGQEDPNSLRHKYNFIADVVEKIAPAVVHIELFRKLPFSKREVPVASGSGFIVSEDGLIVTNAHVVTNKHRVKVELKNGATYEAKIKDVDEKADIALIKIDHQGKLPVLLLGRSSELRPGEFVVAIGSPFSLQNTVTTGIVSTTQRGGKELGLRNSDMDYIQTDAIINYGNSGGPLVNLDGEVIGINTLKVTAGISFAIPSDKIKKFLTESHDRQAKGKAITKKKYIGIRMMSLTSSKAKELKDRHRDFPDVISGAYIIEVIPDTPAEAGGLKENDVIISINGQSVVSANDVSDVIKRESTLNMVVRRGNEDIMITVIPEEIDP
SIAE inh: blocks human sialic acid acetylesterase; inhibition, % at 9.66 µM; Q9HAT2; SIAE FP-Rh probe binding, fluorescence polarization; 370,000 compounds, 0.69% hits;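 active = inhibition above a cutoff: mean of compounds within the control limits plus 3 SD of those, cut at about 17% in these data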;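 note: 0% = plate median of compound wells and 100% = probe without SIAE protein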
Target sequence (Q9HAT2 whole entry, looked up): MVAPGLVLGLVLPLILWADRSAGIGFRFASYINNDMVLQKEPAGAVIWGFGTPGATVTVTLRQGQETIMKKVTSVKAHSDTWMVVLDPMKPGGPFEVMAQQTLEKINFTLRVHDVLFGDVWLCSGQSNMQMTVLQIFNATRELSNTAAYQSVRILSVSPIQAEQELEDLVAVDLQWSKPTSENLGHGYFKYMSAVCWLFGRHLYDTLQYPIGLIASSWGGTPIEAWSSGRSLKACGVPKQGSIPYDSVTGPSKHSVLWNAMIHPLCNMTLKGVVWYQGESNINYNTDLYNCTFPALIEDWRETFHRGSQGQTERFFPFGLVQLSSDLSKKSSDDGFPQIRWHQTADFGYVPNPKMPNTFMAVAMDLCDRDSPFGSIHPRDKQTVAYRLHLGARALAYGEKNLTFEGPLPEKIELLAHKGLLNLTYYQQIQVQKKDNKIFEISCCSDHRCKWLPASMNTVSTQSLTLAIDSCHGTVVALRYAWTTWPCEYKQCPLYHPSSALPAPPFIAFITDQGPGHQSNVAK
MBD2 DNA inh: MBD2-methylated oligo binding inhibition; Q9UBB5; TR-FRET, MBD2 binding to methylated oligonucleotide; inhibition, % at 4.4 µM; 370,000 compounds, 0.31% hits; in the data active = inhibition above about 13%
PRMT1 inh: inhibitors of human PRMT1; Q99873; recombinant PRMT1, activity-based probe fluorescence polarization; inhibition, % at 2.79 µM; 370,000 compounds, 1.3% hits;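 active = inhibition above about 21% made by adding two undisclosed values, limit read from the data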
TCR-CD3 inh: human TCR-CD3 binding inhibition. TAMRA-labeled TCR probe fluorescence, biochemical. inhibition, % at 9.4 µM. 360,000 compounds, 0.37% hits; in the data active = inhibition above about 19%;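 note: recombinant mutant TCR 2C K166C tagged with TAMRA read by polarization; 0% = receptor in buffer alone and 100% = receptor with positive control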
rCAG binder: binds r(CAG) RNA repeats. AID 651821. 370,000 compounds, 1.3% hits. r(CAG) RNA repeat, TO-PRO-1 dye displacement fluorescence. inhibition, % at 3 µM;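 active = inhibition above the plate cutoff, the mean of all test compounds on that plate plus 3 SD, cut at about 35% in these data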;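 note: 0% = DMSO alone and 100% = 100 µM mitoxantrone as full dye displacement; higher means more dye released from RNA so lower well fluorescence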
NPR2 activator: GC-B (human) receptor activation; P20594; HEK293-GC-B cells, CNP EC30, cGMP TR-FRET; 0% at EC30 CNP, 100% saturating CNP; activation, % at 10 µM; 370,000 compounds, 0.11% hits; AID 1920062;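 active = activation at 10 µM reaching about 35% in either raw or pattern-adjusted values, limit read from the data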
TDP2 inh: TDP2 (human) inhibition, absorbance primary screen. O95551. recombinant TDP2, T5PNP hydrolysis, p-nitrophenol absorbance 415 nm. inhibition, % at 12.8 µM. 370,000 compounds, 0.34% hits;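 active = inhibition above the mean of all tested compounds plus 3 SD, set per campaign, cut at about 25% in these data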;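 note: 0% = DMSO with enzyme and 100% = buffer with substrate but no TDP2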
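System – recombinant human TDP2 · Amount – 120 nM TDP2 per well · Buffer or medium – Mg2+-containing Tris-HCl buffer, pH 7.5 · Reagent – T5PNP substrate, 5 mM · Dosing – 12.8 µM single point, 1% DMSO · Incubation – 2 h at 37 °C · Measured by – epi absorbance · Read-out basis – percent inhibition · Benchmarks – high control without enzyme, low control DMSO plus TDP2 · Repeats – singlicate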
An asterisk follows results filed as active; nt = no result given.

SMILES | ABHD4 inh | LEDGF integ inh | HTRA1 inh | SIAE inh | MBD2 DNA inh | PRMT1 inh | TCR-CD3 inh | rCAG binder | NPR2 activator | TDP2 inh
Cc1ccc([N+](=O)[O-])cc1-c1[nH]c(-c2ccc(O)c(O)c2)nc1-c1ccccc1 | 27 | -1 | 69* | 34* | -3 | 1 | 11 | 35* | -25 | -5
CC(=O)c1cccc(OCc2cc(C(=O)NC3CCN(Cc4ccccc4)CC3)no2)c1 | 5 | -4 | 2 | 1 | 9 | -1 | -1 | -6 | -4 | -3
O=c1oc2ccccc2c(Nc2cc3ccccc3cc2O)c1[N+](=O)[O-] | 11 | 9 | 22 | 5 | -8 | 5 | 0 | 41* | -5 | -3
O=C(Nc1ccccc1N1CCCCC1)c1ccc(-c2cccc(Cl)c2)o1 | 2 | 4 | -6 | 2 | -5 | -4 | -10 | 4 | 0 | -10
CSCCC(NC(=O)c1ccccc1Br)C(=O)NCC(C)(C)N1CCOCC1 (stereo unspecified) | 7 | 3 | 2 | -2 | -2 | -1 | 1 | -6 | -5 | 5
O=C(Nc1ccccc1N1CCCCC1)c1ccc2nccnc2c1 | -8 | -1 | -7 | -4 | -4 | -1 | 8 | -2 | -1 | -3
COc1ccc2c(c1)CN(C)S(=O)(=O)c1ccccc1-2 | 0 | 0 | 5 | 0 | 1 | -3 | 4 | 0 | 4 | 11
COc1cc(-c2ccc(NC(=O)c3ccc(C)cc3)c(OC)c2)ccc1NC(=O)c1ccc(C)cc1 | 6 | -3 | 0 | -2 | 0 | 0 | -2 | 0 | 0 | 6
CCCn1c(O)c(N=N)c2ccccc21 | -2 | 0 | 9 | -2 | -1 | 3 | -2 | -3 | 3 | 8
O=c1[nH]c(/C=C\c2ccc(O)c(O)c2)nc(O)c1[N+](=O)[O-] | 12 | 4 | 5 | 2 | -4 | 4 | -3 | 1 | -4 | -9
COc1cccc(NC(=O)c2cccnn2)c1 | 3 | -1 | -1 | 3 | -4 | 2 | -1 | 3 | 3 | 7
C=CCc1cc(/C=C/c2nc(O)c([N+](=O)[O-])c(=O)[nH]2)cc(OC)c1O | 5 | 5 | 11 | 10 | -4 | 7 | 10 | 22 | -2 | 8
CC1CCCCN1CC(=O)Nc1ccc2c(c1)OCO2 (stereo unspecified) | 11 | 4 | -2 | -4 | 0 | 0 | 8 | -2 | 6 | -3
O=C(Nc1ccccc1C(=O)N/N=C/c1ccncc1)c1ccccc1 | -4 | -2 | -12 | -11 | 1 | -2 | 3 | 0 | -6 | 7
CC(=O)Nc1ccc(NC(=O)C23CC4CC(C2)CC(n2cnc(Br)n2)(C4)C3)cc1 | 1 | -1 | 11 | -1 | 1 | 2 | 11 | 1 | 0 | 15
COc1ccc(CN2CCN(C(=O)CC(C)C)CC2)cc1OC | 4 | 3 | 2 | 3 | 2 | -1 | -1 | -3 | -7 | 10
CC1O[C@@H](O[C@H](C)CC/C=C/C(=O)O)C(O)C[C@H]1O (stereo partly specified) | 1 | 0 | -3 | 1 | -1 | 0 | -5 | 2 | 2 | -1
Cc1ccc(-n2c(C)cc(=O)cc2C)cc1[N+](=O)[O-] | 9 | -3 | 1 | 6 | 0 | 2 | 5 | 0 | -10 | 14
Nc1nnc(SCC(=O)OCC(=O)Nc2ccc(Br)cc2)s1 | -11 | -4 | -9 | -1 | 5 | 6 | 1 | 2 | 3 | -7
O=[N+]([O-])c1ccc(C2=Nn3c(Cn4nnc5ccccc54)nnc3SC2)cc1 | 2 | 1 | -3 | 1 | 0 | 0 | -3 | 2 | -10 | -3
COC(=O)C1(CCSC)NC(c2ccc(O)cc2)C2C(=O)N(c3ccc4c(c3)OCCO4)C(=O)C21 (stereo unspecified) | 1 | 3 | -10 | 0 | -3 | 0 | -1 | 3 | 3 | -7
N#Cc1ccc(C#Cc2ccc3oc4ccccc4c(=O)c3c2)cc1 | -1 | -2 | -5 | -2 | -5 | -2 | 3 | 6 | -5 | -4
C=C(c1ccc2nc(NC(=O)OC)[nH]c2c1)c1cccs1 | -8 | 0 | -6 | -9 | 1 | 4 | -3 | 11 | -2 | -10
Cn1ccc(C(=O)Nc2sc3c(c2C(N)=O)CCCCC3)n1 | 4 | 2 | 1 | -4 | 3 | 0 | 3 | 1 | 7 | 14
CN(C)C(CNC(=O)CCNC(=O)c1ccc(Cl)cc1)c1ccco1 (stereo unspecified) | 8 | -1 | 0 | 5 | 2 | 2 | -12 | -2 | 3 | 4
SMILES | ABHD4 inh | LEDGF integ inh | HTRA1 inh | SIAE inh | MBD2 DNA inh | PRMT1 inh | TCR-CD3 inh | rCAG binder | NPR2 activator | TDP2 inh
CCC1Oc2ccccc2N(CC(=O)Nc2ccc(OC)cc2OC)C1=O (stereo unspecified) | 0 | -2 | -9 | -7 | -2 | 2 | -1 | -3 | 3 | 0
O=S(=O)(Nc1ccccc1Cl)c1ccc(NS(=O)(=O)c2cccs2)cc1 | -10 | 2 | -4 | 8 | 4 | 0 | 2 | 19 | -3 | 2
CCC(C)Sc1ccc([C@H]2N[C@@](Cc3ccccc3)(C(=O)OC)[C@H]3C(=O)N(CC)C(=O)[C@@H]23)cc1 (stereo partly specified) | -1 | 0 | -12 | 0 | 5 | 3 | -4 | -1 | -2 | -2
CN(C)CCCN(Cc1ccc2c(c1)OCO2)C(=O)NC1CCCCC1 | -9 | 2 | -2 | 3 | -5 | -2 | 5 | -6 | -12 | -8
CCN1CCCC(NC(=O)c2cc([N+](=O)[O-])ccc2OC)C1 (stereo unspecified) | 10 | 0 | -6 | 2 | -1 | -3 | 3 | 0 | -2 | 5
Oc1ccc(-c2[nH]ncc2-c2ccc(Br)cc2)c(O)c1 | -9 | 3 | -15 | 0 | -1 | 3 | 2 | 5 | 0 | 3
O=C(CC1CCCCC1)N=C1SC2CS(=O)(=O)CC2N1c1ccccc1 (stereo unspecified) | -3 | 4 | 5 | 0 | -3 | -4 | 8 | 3 | -5 | -6
CC(CCN1CCN(CCO)CC1)c1ccccc1 (stereo unspecified) | 17 | 6 | 2 | 6 | 0 | -1 | 4 | -1 | 3 | 16
Cc1ccc(S(=O)(=O)N2CCCC2C(=O)NC2CCCCC2)cc1 (stereo unspecified) | -3 | 0 | 5 | 0 | -2 | -1 | -3 | 1 | 3 | -31
Cc1ccc(S(=O)(=O)N2CCC(C(=O)NC3CCCCC3C)CC2)cc1 (stereo unspecified) | -2 | 0 | -3 | -3 | 3 | -5 | 6 | -3 | 2 | -10
O=C1CC2C(=O)NCCN2C(=NC(=O)c2ccc(Cl)cc2)N1 (stereo unspecified) | -3 | 1 | -1 | -3 | -3 | 1 | -6 | 1 | -4 | -19
COc1ccc(C(CNC(=O)c2cccc(S(=O)(=O)N3CCOCC3)c2)N2CCCC2)cc1 (stereo unspecified) | 1 | -4 | 0 | 0 | 0 | 0 | -9 | 4 | 1 | -5
COc1ccc(/C=N/NC(=O)c2ccncc2)cc1CSc1nc2ccccc2s1 | -138 | 8 | -102 | -112 | 2 | -2 | 5 | 10 | 2 | -16
CCCOc1c(Br)cc(C(=O)OCC(=O)NC(=O)c2cccn2C)cc1OC | -2 | 2 | 0 | -13 | 0 | -5 | 1 | 5 | -2 | -10
COC(=O)C1=C(C)NC(C)=C(C(=O)OC)C1C(=O)OCC(=O)c1ccc(F)cc1 | -2 | 0 | -2 | -1 | 6 | -4 | 0 | -5 | -4 | -3
COc1ccc(C2=NS(=O)(=O)N(C)C(C(=O)Nc3ccc(F)cc3F)=C2)cc1 | -5 | 1 | -15 | 3 | -4 | 85* | 0 | 6 | 2 | -5
COC(=O)c1ccc(N2CCN(C)CC2)c(NC(=O)c2cccnc2)c1 | 0 | 4 | 4 | -1 | -5 | -2 | 9 | -4 | 1 | 0
O=C(CCNS(=O)(=O)c1ccc(Br)cc1)NNC(=O)C1COc2ccccc2O1 (stereo unspecified) | -15 | -3 | -3 | 2 | 10 | 8 | 2 | 9 | -3 | 0
O=C(NNc1cccc(Cl)n1)Nc1cccc(C(F)(F)F)c1 | -11 | -2 | -8 | -3 | 5 | 20 | 4 | 8 | -4 | 4
CCc1nc2c(OCc3ccc(F)cc3)cccn2c1N(C)C(=O)c1ccc(C)cc1 | 2 | -9 | nt | -2 | -1 | 6 | -7 | 1 | -3 | -12
COc1ccc(-c2noc(CCC(=O)NCCCN3CCC(C)CC3)n2)cc1 | -2 | 0 | 8 | -7 | 4 | -3 | -4 | -7 | -3 | 4
FC(F)(F)c1ccnc(Oc2ccc(C3=NCCS3)cc2)c1 | -5 | -1 | 2 | -4 | 0 | 0 | 7 | 9 | 3 | -4
COc1ccc(CN2C(=O)C(CC(=O)NCc3ccco3)CC(C(=O)N(C)C)=C2C)cc1 (stereo unspecified) | 4 | -3 | 0 | 4 | -3 | 4 | 3 | 2 | 2 | 2
CC1CN(C(=O)CSc2nc(-c3ccc(F)cc3)cs2)CC(C)O1 (stereo unspecified) | 1 | 0 | -3 | -1 | -1 | 2 | 3 | -3 | -1 | 7
COc1ccc(CC(=O)Nc2cc(NC(=O)Cc3ccc(OC)c(OC)c3)cc(C(=O)O)c2)cc1OC | 3 | 4 | 1 | -3 | -6 | 2 | 0 | 19 | 4 | 3
SMILES | ABHD4 inh | LEDGF integ inh | HTRA1 inh | SIAE inh | MBD2 DNA inh | PRMT1 inh | TCR-CD3 inh | rCAG binder | NPR2 activator | TDP2 inh
COc1ccccc1NC(=O)c1cc(-c2ccc(OC)c(OC)c2)nc2ccccc12 | 2 | -1 | 1 | 1 | 8 | 4 | 0 | -2 | 8 | 9
Cn1c(=O)c2c(nc(Br)n2C)n(C)c1=O | 2 | -5 | 2 | 1 | -1 | 2 | -2 | -3 | 1 | 2
O=C(CSc1nc2ccccc2[nH]1)N1CCN(S(=O)(=O)c2ccc(Cl)cc2)CC1 | 1 | 0 | -13 | 0 | -1 | 4 | -5 | 3 | -9 | 5
CCCCNC(=O)c1nc(C2CCN(S(=O)(=O)c3ccc(S(C)(=O)=O)cc3)CC2)oc1-c1ccccc1 | -1 | 6 | nt | -2 | -2 | -1 | 0 | 3 | -3 | 5
CC(C)CN1CCN(Cc2cccn2-c2cccnc2)CC1CCO (stereo unspecified) | -4 | -2 | 4 | -2 | -1 | 6 | 3 | -3 | 0 | -10
COc1ccc(-c2nn(-c3ccccc3)cc2C(=O)Nc2ccc(C(=O)O)cc2)cc1 | -36 | -5 | -22 | -18 | 5 | 1 | -2 | 27 | -3 | -1
COc1ccccc1/C=C/C=N/N1CCN(c2ccccn2)CC1 | -1 | 2 | -7 | 4 | -1 | 1 | 4 | 15 | 1 | -2

No new results follow: an excerpt of the list.
SMILES | ABHD4 inh | LEDGF integ inh | HTRA1 inh | SIAE inh | MBD2 DNA inh | PRMT1 inh | TCR-CD3 inh | rCAG binder | NPR2 activator | TDP2 inh
CCCCNC(=O)c1nc(C2CCN(S(=O)(=O)c3ccc(S(C)(=O)=O)cc3)CC2)oc1-c1ccccc1 | -1 | 6 | nt | -2 | -2 | -1 | 0 | 3 | -3 | 5
CC(C)CN1CCN(Cc2cccn2-c2cccnc2)CC1CCO (stereo unspecified) | -4 | -2 | 4 | -2 | -1 | 6 | 3 | -3 | 0 | -10

High-throughput results from PubChem.

This is a subset; rates above refer to the full screens.
